# High-throughput results: PubChem BioAssay, The Scripps Research Institute Molecular Screening Center
# M1 PAM parental = nonselective activator or artifact in parental CHO-K1 calcium assay; ATP EC20, Fluo-8 calcium fluorescence; 0% at ATP EC20, 100% at ATP max; activation, % at 3 µM; hit rate 0.02% among 360,000;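 active = activation above the run cutoff, the mean activation of all test compounds plus 3 SD, cut at about 40% in these data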;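 also: peak over basal fluorescence ratio in a 140 s read after ATP addition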
# CHO parental Ca = signal in parental CHO cells, OX1R antagonist counter-screen | parental CHO-K1, ATP-induced calcium, Fluo-8 fluorescence | inhibition, % at 5.6 µM | hit rate 0.63% among 330,000 | AID 463079;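 active = inhibition above that plate's mean sample inhibition plus 3 SD, cut at about 26% in these data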;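 also: 0% = ATP-challenged DMSO wells and 100% = DMSO wells without ATP; some compounds past the cut are filed as inactive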
#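 Assay system – parental CHO cells · Reagent – ATP stimulus · Detection – intracellular calcium via Fluo-8 no-wash fluorescent dye · Evaluation – percent inhibition of ATP-evoked calcium rise, normalized to controls · Controls – ATP wells versus no-ATP DMSO wells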
# CHRM1 antagonist = blocks human M1 muscarinic receptor. inhibition, % at 3 µM. CHO-K1 hM1, Fluo-8 calcium fluorescence, ACh EC80 antagonist. P11229. hit rate 1.3% among 360,000;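 active = percent inhibition above its own plate's cutoff, namely the mean of that plate's compound wells plus 3 SD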;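 also: peak over basal fluorescence ratio during 140 s after agonist addition; 0% = ACh EC80 plus DMSO and 100% = DMSO alone without agonist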
# Target sequence (P11229 whole entry, looked up): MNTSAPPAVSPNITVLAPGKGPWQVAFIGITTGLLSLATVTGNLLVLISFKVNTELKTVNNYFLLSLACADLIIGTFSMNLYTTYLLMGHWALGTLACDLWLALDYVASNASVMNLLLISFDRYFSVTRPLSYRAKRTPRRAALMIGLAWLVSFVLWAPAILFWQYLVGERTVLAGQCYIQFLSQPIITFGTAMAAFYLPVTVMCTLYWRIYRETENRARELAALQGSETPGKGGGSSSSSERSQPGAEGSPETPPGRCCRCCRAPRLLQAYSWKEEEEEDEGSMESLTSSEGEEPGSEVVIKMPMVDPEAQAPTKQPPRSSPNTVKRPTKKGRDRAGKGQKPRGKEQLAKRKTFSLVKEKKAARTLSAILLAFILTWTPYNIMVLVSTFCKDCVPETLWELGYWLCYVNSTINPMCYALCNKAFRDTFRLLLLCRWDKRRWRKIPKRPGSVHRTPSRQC
# CHRM1 agonist = agonists of human M1 muscarinic receptor; hit rate 0.33% among 360,000; CHO-K1 hM1, Fluo-8 calcium fluorescence, agonist mode; 0% DMSO, 100% acetylcholine EC100; activation, % at 3 µM; P11229;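 active = activation above the run's mean compound activation plus 3 SD, cut at about 16% in these data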;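 also: peak over basal fluorescence ratio within a 140 s kinetic read after compound addition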
# CHO-K1 Ca antag = counter-screen for M1 antagonists: effect in parental CHO-K1 cells; hit rate 0.6% among 360,000; ATP-induced calcium, Fluo-8 fluorescence; inhibition, % at 3 µM;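 active = inhibition above a per-plate cutoff, the plate's mean sample inhibition plus 3 SD, cut at about 24% in these data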;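 also: 0% = DMSO plus EC80 ATP and 100% = DMSO alone without ATP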
# TAAR1 agonist = agonists of human TAAR1; Q96RJ0; CHO RD-HGA16 TAAR1, Fluo-8 calcium fluorescence; vehicle wells 0%, saturating PEA agonist 100%; activation, % at 3 µM; hit rate 0.99% among 360,000;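 active = activation above the mean activation of all test compounds in the run plus 3 SD, cut at about 38% in these data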
# Target sequence (Q96RJ0 whole entry, looked up): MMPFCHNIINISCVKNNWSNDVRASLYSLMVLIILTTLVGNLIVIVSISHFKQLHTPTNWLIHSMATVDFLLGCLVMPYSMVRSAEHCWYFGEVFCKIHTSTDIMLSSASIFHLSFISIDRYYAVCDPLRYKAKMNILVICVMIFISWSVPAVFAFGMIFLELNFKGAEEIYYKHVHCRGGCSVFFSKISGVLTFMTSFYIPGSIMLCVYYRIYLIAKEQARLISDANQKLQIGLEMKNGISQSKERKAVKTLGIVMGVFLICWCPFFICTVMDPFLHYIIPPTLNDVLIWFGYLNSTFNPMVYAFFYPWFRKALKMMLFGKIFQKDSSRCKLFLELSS
#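 System: CHO-derived RD-HGA16 cells with stable Gα16 and human TAAR1. Times: 17-24 h plating, Fluo-8 75 min 37 °C, 30 min RT. Measured by: calcium-sensitive Fluo-8 signal, excitation 470-495, emission 515-575 nm. Read-out basis: % activation relative to PEA EC100 response. Control set: DMSO and PEA EC100. Repeats: no replicates (n 1).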
# OXTR potentiator = potentiators of human oxytocin receptor; CHO-OTR cells, Fluo-8 calcium fluorescence, potentiator mode; 0% = oxytocin EC15, 100% = EC100; P30559; hit rate 0.061% among 320,000; AID 2445; activation, % at 3 µM;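 active = activation above that plate's cutoff, the mean activation of tested compounds plus 3 SD, cut at about 6.6% in these data, passing the limit was not always enough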;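 also: 100% uses oxytocin at 75 nM as the full agonist control; some results filed as inactive read as strong as hits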
#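 Material: CHO-OTR cells, human receptor; compound dosing: single dose, 3.0 µM nominal final compound concentration; schedule: 6 min compound pre-incubation at room temperature, 100 s kinetic read; measured by: kinetic Fluo-8 calcium fluorescence; read-out basis: % activation vs EC15 and EC100 oxytocin; controls: EC15 oxytocin alone as 0%, 75 nM oxytocin as 100%; replicates: singlicate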
# M1 ag parental = nonselective activator or artifact in parental CHO-K1 cells | Fluo-8 calcium fluorescence; scaled to maximal ATP response, vehicle zero | activation, % at 3 µM | hit rate 0.48% among 360,000 | AID 602248; in the data active = activation above about 15%;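 also: untransfected CHO-K1 host cells lacking M1 receptor as counterscreen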
# TAAR1 antag = antagonists of human TAAR1; Q96RJ0; CHO RD-HGA16 TAAR1, Fluo-8 calcium fluorescence, antagonist; hit rate 1.5% among 360,000; inhibition, % at 3 µM;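 active = inhibition above a per-plate cutoff, the mean inhibition of test compounds on that plate plus 3 SD, cut at about 49% in these data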;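 also: 0% = DMSO plus EC80 beta-PEA response and 100% = DMSO alone without agonist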
#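 Test system: RD-HGA16 CHO cells with stable hTAAR1 and Gα16 / Probe or stimulus: EC80 β-phenethylamine stimulus / Times: seeding 17-24 h prior, 75-min 37 °C, 30-min RT dye loading / Detection: Fluo-8 calcium-sensitive fluorescence / Read-out basis: % inhibition scaled between DMSO and EC80 PEA controls / Repeats: singlicate, one well per test compound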
# An asterisk follows results filed as active; · = not tested or not shown.
item	structure	TAAR1 agonist	OXTR potentiator	TAAR1 antag	CHRM1 antagonist	CHRM1 agonist	M1 PAM parental	CHO-K1 Ca antag	CHO parental Ca	M1 ag parental
1	O=C(NCCOc1ccccc1)c1ccccc1F	-1	·	-15	-17	0	22	-9	·	0.9
2	Nc1cc(=O)[nH]c(SCC(=O)c2ccc(O)cc2O)n1	0	-8	4	-16	1	2	-5	0	0.3
3	Cc1ccc(OCC(=O)NN2C(=O)c3ccccc3C2=O)cc1	0	-4	-6	-15	-4	23	-3	-2	0.4
4	COC(=O)c1cc(O)c(OCc2ccccc2)c(O)c1	7	-7	1	-3	-3	11	-14	-6	0.8
5	O=c1oc2ccccc2n1Cc1ccccc1F	4	-19	4	1	-4	9	2	-4	-0.3
6	Cc1ccc(-c2noc(CSc3nnc(-c4ccccc4)n3C)n2)cc1	4	0	-13	-7	-6	23	-18	-24	5.8
7	CCOC(=O)c1cc(C)nnc1C(=O)OCC	2	·	1	-8	-1	23	-3	·	1.1
8	CCCCCCCCC(=O)O	·	-3	·	-11	1	10	4	-7	0.1
9	Cc1ccc(C(=O)O)cc1S(=O)(=O)N1CCC(C(=O)O)CC1	2	-2	9	1	-4	-10	7	-7	-0.2
10	CCN(CCNC(=O)C1CCN(Cc2nc(-c3cccc(Cl)c3)oc2C)CC1)c1ccccc1	39*	-18	-3	3	0	19	-1	-4	2.7
11	COC(=O)Cn1nc(-c2ccc(C)c(S(=O)(=O)N(C)C)c2)c2ccccc2c1=O	0	-6	8	-10	-2	8	1	-7	0.5
12	COc1ccc(NC(=O)C(CCCCNC(=O)OC(C)(C)C)NC(=O)OCc2ccccc2)cc1 (stereo not given)	1	-3	-21	-7	-9	18	-9	-18	0.4
13	O=C(CSc1nc2ccccc2n1CCc1ccccc1)NC1CCS(=O)(=O)C1 (stereo not given)	4	-13	-12	-3	-4	-1	1	-10	0.7
14	COc1ccc2[nH]c(=O)c(CN(Cc3cccs3)C(=S)Nc3cccc(C)c3)cc2c1	3	-5	29	-11	-5	12	3	-17	0.8
15	Cc1csc(NC(=O)c2cc(C)on2)n1	5	-5	-13	-12	-3	11	-22	4	0.2
16	CC(C)NC(=O)C(c1ccc(F)cc1)N(C(=O)CCC(=O)Nc1ccccn1)c1cccc(F)c1 (stereo not given)	4	1	3	-7	-2	2	-7	-17	-0.8
17	CN(C1CCCCC1)S(=O)(=O)c1ccc(NC(=O)C2CCCCC2)cc1	32	-11	8	11	-7	-1	-11	-14	2.6
18	O=C(Nc1ccccc1N1CCOCC1)c1ccccc1NS(=O)(=O)c1ccc(F)c(F)c1	8	-21	27	-13	14	-6	24*	17	8.9
19	COc1ccc(NC(=O)CN(C)CC(=O)NCc2ccc(C)cc2)cc1	0	-1	2	9	0	-18	1	-23	0.0
20	CCOc1cc(C2C3=C(CC(C)(C)CC3=O)N(CCOC)C3=C2C(=O)CC(C)(C)C3)ccc1OC	1	-8	1	1	-4	3	-10	-22	-0.1
21	CCOc1ccc(NC(N)=O)cc1OCC	7	-5	-17	-4	-4	10	1	-1	0.2
22	c1ccc2c(c1)ncc1cccn12	0	-1	10	-5	-5	4	-11	-3	0.7
23	O=C(Cc1cccc(NC(=O)C2CCCN(C(=O)C3CC3)C2)c1)Nc1cccc(C(=O)N2CCOCC2)c1 (stereo not given)	0	·	-6	-6	-1	16	-4	·	0.7
24	COc1ccc(C2C(C#N)=C(SCC(=O)Nc3ccc(C)cc3)NC3=C2C(=O)CC(C)(C)C3)cc1 (stereo not given)	1	-8	-13	85*	21*	0	-4	-20	0.1
25	CC(=O)c1cccc(CN2CCN(CCc3ccccc3)C(CCO)C2)c1 (stereo not given)	2	-14	-21	-4	-7	14	1	-17	0.4

# New compounds follow.
item	structure	TAAR1 agonist	OXTR potentiator	TAAR1 antag	CHRM1 antagonist	CHRM1 agonist	M1 PAM parental	CHO-K1 Ca antag	CHO parental Ca	M1 ag parental
26	CCOC(=O)C1CCCN(C(=O)c2ccc(CNc3c(N4CCC(C)CC4)c(=O)c3=O)cc2)C1 (stereo not given)	0	-2	10	-6	-5	34	-10	-8	1.6
27	CCOc1nc(NCCc2ccc(OC)c(OC)c2)nc(NC(C)(C)CO)n1	9	2	26	2	-2	14	-3	-11	4.0
28	C[C@H]1COC(=O)[C@H](Cc2ccc(F)cc2)CC/C=C/C[C@@H](CC(=O)N[C@@H](CO)Cc2ccccc2)C(=O)N1	2	2	14	-5	-7	16	-14	-3	1.1
29	C/C(Cn1nnc([N+](=O)[O-])n1)=N\NC(=O)c1ccccc1Cl	-3	2	4	-7	-7	21	-31	-9	1.7
30	COc1ccc(-n2nc(C(=O)NCC(=O)N3CCCCC3)c3ccccc3c2=O)cc1	12	-7	6	-8	-4	11	-7	-24	3.5
31	Cc1cc(C)c(S(=O)(=O)N(C)CC(=O)NC2CCCC2)c(C)c1	2	0	10	4	-10	-1	-13	-6	2.5
32	CCOC(=O)c1[nH]cnc1C(=O)Nc1ccncc1	6	-8	-4	-19	-4	13	-9	2	0.0
33	O=C(O)CSCC(=O)N1N=C2/C(=C/c3ccccc3)CCCC2C1c1ccccc1 (stereo not given)	0	3	-7	-4	-3	-4	15	-17	-0.8
34	O=C(CSc1nncn1-c1cccnc1)Nc1cccc(C(F)(F)F)c1	-4	-5	5	-6	-1	8	-11	-16	2.5
35	O=C1c2ccccc2-c2onc3ccc(N4CCCC4)c1c23	35	·	40	20	4	-14	9	·	3.1
36	COc1ccc2oc(=O)cc(CN(C)Cc3ccccc3)c2c1	6	-3	24	-5	0	8	-1	-10	3.9
37	Cc1cc(C(=O)COC(=O)c2ccc(F)cc2F)c(C)n1C1CC1	15	-5	-12	2	-5	5	-8	-13	1.9
38	COc1cccc(NC(=O)CN(C)C(=O)CN2C(=O)c3ccc([N+](=O)[O-])cc3C2=O)c1	0	-2	4	-14	-3	-3	7	-13	0.5
39	CS(=O)c1ccc(-n2c(=O)n(Cc3ccccc3)c(=O)c3[nH]cnc32)cc1 (stereo not given)	1	-14	0	-14	1	-17	-15	13	0.7
40	COC(=O)C1=C(C)N(CC2CC2)C(=O)N[C@H]1c1ccccc1	4	-1	11	-9	0	-18	11	-8	-0.3
41	CCOC(=O)C1(Cc2ccccc2C)CCCN(C(=O)CCC(=O)OC)C1 (stereo not given)	1	5	19	-7	-3	21	-6	-8	0.6
42	C[C@@H]1CC2OC(=O)[C@@]3(C)C(=O)CC[C@@](C)(C23)[C@@]1(O)CCc1ccoc1 (stereo not given in full)	4	-11	-16	21	0	1	13	-4	5.9
43	C=CCNC(=O)c1cccc(C(F)(F)F)c1	3	0	5	-12	-3	10	-26	-13	0.1
44	COc1ccc(C2CC(c3ccccc3)Nc3ncnn32)cc1 (stereo not given)	3	-4	-1	-9	-3	16	-11	4	0.1
45	CC(=O)Nc1nc(SCCCc2ccccc2)n[nH]1	3	-9	5	-5	-3	8	0	-9	0.4
46	COc1ccc(S(=O)(=O)NCC2CCCO2)c(Cl)c1Cl (stereo not given)	1	-3	-6	-16	-1	24	-8	3	1.7
47	O=C(N=C1SCC(=O)N1c1ccccc1Cl)c1ccccc1	14	·	10	-2	-11	25	-10	·	0.6
48	CC1=C(C(=O)N2CCCC(C(=O)c3cccc(C(F)(F)F)c3)C2)OCCO1 (stereo not given)	7	-4	4	-1	-3	17	-5	-21	3.6
49	CN(C)S(=O)(=O)c1ccc(Cl)c(C(=O)NC2CCN(Cc3ccccc3)C2)c1 (stereo not given)	-2	-5	-10	-17	-8	14	-14	-4	0.7
50	COc1ccc(-c2c(-c3ccsc3)oc3ccc(N4CCOCC4)cc23)cc1	3	-6	-3	0	-4	7	-13	-22	0.0
51	CCOc1cc(N2CCOCC2)c(OCC)cc1NC(=O)COC(=O)[C@H](Cc1c[nH]c2ccccc12)NC(C)=O	-1	4	22	-5	1	-6	16	-6	1.8
52	CCC(=O)Nc1cccc(-n2nnnc2SCC(=O)N2CCCCC2)c1	1	-12	17	-1	-4	19	-7	-6	0.9

# Some of the entries so far, screen by screen.
27	CCOc1nc(NCCc2ccc(OC)c(OC)c2)nc(NC(C)(C)CO)n1
28	C[C@H]1COC(=O)[C@H](Cc2ccc(F)cc2)CC/C=C/C[C@@H](CC(=O)N[C@@H](CO)Cc2ccccc2)C(=O)N1
29	C/C(Cn1nnc([N+](=O)[O-])n1)=N\NC(=O)c1ccccc1Cl
30	COc1ccc(-n2nc(C(=O)NCC(=O)N3CCCCC3)c3ccccc3c2=O)cc1
31	Cc1cc(C)c(S(=O)(=O)N(C)CC(=O)NC2CCCC2)c(C)c1
32	CCOC(=O)c1[nH]cnc1C(=O)Nc1ccncc1
33	O=C(O)CSCC(=O)N1N=C2/C(=C/c3ccccc3)CCCC2C1c1ccccc1 (stereo not given)
34	O=C(CSc1nncn1-c1cccnc1)Nc1cccc(C(F)(F)F)c1
35	O=C1c2ccccc2-c2onc3ccc(N4CCCC4)c1c23
36	COc1ccc2oc(=O)cc(CN(C)Cc3ccccc3)c2c1
37	Cc1cc(C(=O)COC(=O)c2ccc(F)cc2F)c(C)n1C1CC1
38	COc1cccc(NC(=O)CN(C)C(=O)CN2C(=O)c3ccc([N+](=O)[O-])cc3C2=O)c1

Screen / compound no.	27	28	29	30	31	32	33	34	35	36	37	38
TAAR1 agonist	9	2	-3	12	2	6	0	-4	35	6	15	0
OXTR potentiator	2	2	2	-7	0	-8	3	-5	·	-3	-5	-2
TAAR1 antag	26	14	4	6	10	-4	-7	5	40	24	-12	4
CHRM1 antagonist	2	-5	-7	-8	4	-19	-4	-6	20	-5	2	-14
CHRM1 agonist	-2	-7	-7	-4	-10	-4	-3	-1	4	0	-5	-3
M1 PAM parental	14	16	21	11	-1	13	-4	8	-14	8	5	-3
CHO-K1 Ca antag	-3	-14	-31	-7	-13	-9	15	-11	9	-1	-8	7
CHO parental Ca	-11	-3	-9	-24	-6	2	-17	-16	·	-10	-13	-13
M1 ag parental	4.0	1.1	1.7	3.5	2.5	0.0	-0.8	2.5	3.1	3.9	1.9	0.5

39	CS(=O)c1ccc(-n2c(=O)n(Cc3ccccc3)c(=O)c3[nH]cnc32)cc1 (stereo not given)

Screen / compound no.	39
TAAR1 agonist	1
OXTR potentiator	-14
TAAR1 antag	0
CHRM1 antagonist	-14
CHRM1 agonist	1
M1 PAM parental	-17
CHO-K1 Ca antag	-15
CHO parental Ca	13
M1 ag parental	0.7
